Screens from PubChem.
G9a block – blocks human histone lysine methyltransferase G9a; hit rate 8.8% among 350,000; G9a H3K9 monomethylation, AlphaScreen, 2 h; Potency, µM (doses to about 102 µM), for inactives: top-dose activity, negative = inhibition, hits mostly inhibitors; Q96KQ7; further: potency means the concentration at half of the fitted maximal effect; on the % scale 0 is the no-effect control and ±100 the full control effect; nearly all actives have a fitted effect of over 75% in size
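Methyltransferase reactions run at room temperature for 2 h (20 nM enzyme, 500 nM biotin-H3K9 peptide, 20 uM SAM) after a 15 min compound preincubation; product detected by AlphaScreen beads and anti-H3K9me1 antibody.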
PI4K2A inh – blocks human PI4K2A kinase activity; Q9BTU6; purified PI4K2A, ADP-Glo luminescence, 1 h; stronger effect = lower value; activity change, negative = inhibition, % at 76.9 µM; hit rate 0.13% among 420,000; in the data active means activity change below about -50%; inconclusive means mostly about -30% to -49%;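 further: -100% = wells without enzyme as full effect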
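ADP-Glo luminescence measured ADP generated by PI4K2A enzyme (4 ug/mL before mixing) with 1.2 mM PI substrate (pre-mix) and 300 microM ATP (pre-mix). Tris pH7.5 buffer with MgCl2, Triton X-100; 1 h reaction at ambient temperature.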
GLS inh – glutaminase GLS (human) inhibition | Potency, µM (series often up to 45.5 µM), for the others: at the highest dose activity change, negative = inhibition, usual class: inhibitors | GLS enzymatic activity, qHTS titration | O94925 | hit rate 0.21% among 410,000 | AID 624170; further: potency means the concentration at half of the fitted maximal effect; on the % scale 0 is the no-effect control and ±100 the full control effect
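Human kidney-isoform GLS in 45 mM KH2PO4 pH 8.2, 0.02% Tween-20, with compound, started with 1mM L-Glutamine (added stock). Glutamate oxidase/HRP/Amplex red coupled fluorescence read at start and after 30 min at RT.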
RGS4 inh – inhibitors of human regulator of G protein signaling 4; P49798; Transcreener GDP fluorescence polarization, RGS4-accelerated GTP hydrolysis; Potency, µM (doses to about 114 µM), for the others: at the top dose activity change, negative = inhibition, usual class: inhibitors; hit rate 0.039% among 390,000; further: potency means the concentration at half of the fitted maximal effect; on the % scale 0 is the no-effect control and ±100 the full control effect; nearly all actives have a fitted effect of over 75% in size; some results filed as inactive show a strong effect at the top dose
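MLSMR compounds (23 nl, pin-transferred) preincubated 10 min at room temperature with a 500nM (2x) first reagent, then RGS4 at 900nM (2x) plus Transcreener GDP mix added; fluorescence polarization (620/688 nm) read before and after 90 min at 30 °C.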
ERG-DNA inh – blocks human ERG Ets domain binding to DNA | fluorescence polarization, His-ERG Ets domain / labelled DNA | Potency, µM (titrated, usually from 76.9 µM), without a hit: at the highest dose FP activity, negative = inhibition, hits mostly inhibitors | hit rate 0.028% among 370,000; active means well fitted inhibition curve with a large enough effect in the polarisation, with a control signal flat; inconclusive means small, poorly fitted or top-dose-only effect, or effect the other way, or a change in a side signal; inactive means no such curve, though single readings can be large or run the other way; the % refers to the polarisation;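 further: polarization taken with two DNA probes labelled with fluorescein and Texas red; potency means the concentration at half of the fitted maximal effect; % of control where 0% means no effect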
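His-tagged ERG Ets domain (1 uM in the protein solution; 300mM KCl, 50mM Tris-HCl, 1mM EDTA, 1mM DTT, pH 7.5) received compound, then a probe mix of 5 nM fluorescein-DNA and 100nM Texas-615-DNA. Fluorescence polarization was read for both dyes.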
JMJD2A Tudor – inhibitors of human JMJD2A Tudor domain. O75164. AlphaScreen JMJD2A-Tudor / H3K4me3 peptide binding. Potency, µM (series often up to 114 µM), for inactives: top-dose activity change, negative = inhibition, actives largely listed as inhibitors. hit rate 4.4% among 390,000; further: potency means the concentration at half of the fitted maximal effect; on the % scale 0 is the no-effect control and ±100 the full control effect; nearly all actives have a fitted effect of over 50% in size
Target sequence (O75164 whole entry, looked up, the tested form may be a part): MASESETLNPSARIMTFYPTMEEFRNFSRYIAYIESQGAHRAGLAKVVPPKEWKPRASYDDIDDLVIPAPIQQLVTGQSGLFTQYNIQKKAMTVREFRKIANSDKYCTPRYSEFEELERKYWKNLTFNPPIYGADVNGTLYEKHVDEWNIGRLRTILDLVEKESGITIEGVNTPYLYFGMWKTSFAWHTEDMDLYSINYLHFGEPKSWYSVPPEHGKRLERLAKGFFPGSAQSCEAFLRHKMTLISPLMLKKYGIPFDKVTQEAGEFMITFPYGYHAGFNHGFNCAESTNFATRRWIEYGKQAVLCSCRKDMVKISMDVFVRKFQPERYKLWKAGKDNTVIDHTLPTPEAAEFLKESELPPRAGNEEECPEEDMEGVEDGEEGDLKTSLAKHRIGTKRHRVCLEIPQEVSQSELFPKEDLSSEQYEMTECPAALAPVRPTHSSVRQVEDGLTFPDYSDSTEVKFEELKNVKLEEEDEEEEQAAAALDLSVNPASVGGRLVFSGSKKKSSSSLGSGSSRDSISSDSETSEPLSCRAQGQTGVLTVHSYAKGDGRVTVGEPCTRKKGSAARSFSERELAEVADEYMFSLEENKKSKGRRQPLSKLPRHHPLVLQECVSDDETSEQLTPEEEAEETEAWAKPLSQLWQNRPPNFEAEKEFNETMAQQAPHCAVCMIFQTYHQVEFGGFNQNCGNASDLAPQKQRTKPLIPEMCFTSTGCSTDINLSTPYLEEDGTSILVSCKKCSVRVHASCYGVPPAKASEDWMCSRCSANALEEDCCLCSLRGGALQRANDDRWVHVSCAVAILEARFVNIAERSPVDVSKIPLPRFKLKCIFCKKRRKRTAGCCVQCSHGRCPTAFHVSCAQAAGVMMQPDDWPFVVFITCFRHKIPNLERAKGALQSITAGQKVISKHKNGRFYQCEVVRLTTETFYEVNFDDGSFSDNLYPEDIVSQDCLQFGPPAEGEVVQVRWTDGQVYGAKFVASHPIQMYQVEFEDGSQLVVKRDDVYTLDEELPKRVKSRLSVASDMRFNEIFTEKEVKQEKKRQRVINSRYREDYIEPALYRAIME
ALOX12 inh – inhibitors of human 12S-lipoxygenase ALOX12. P18054. purified 12hLO, xylenol orange hydroperoxide absorbance. Potency, µM (top dose mostly 108 µM), for the others: at the top dose activity change, negative = inhibition, actives largely listed as inhibitors. hit rate 1.1% among 580,000; further: potency means the concentration at half of the fitted maximal effect; on the % scale 0 is the no-effect control and ±100 the full control effect
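Purified human 12hLO at 150 nM in 25 mM Hepes, 0.01% Triton X-100, pH 7.0, preincubated 15 min at room temperature with compound. Reaction started with 40 uM arachidonic acid, 30 min at room temperature. Hydroperoxide measured by Fe-xylenol orange, 573/405 nm absorbance ratio.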
BAZ2B inh – blocks human BAZ2B; Q9UIF8; AlphaScreen BAZ2B-H3K14Ac peptide displacement; Potency, µM (series often up to 114 µM), without a hit: at the top dose activity change, negative = inhibition, actives largely listed as inhibitors; hit rate 4.4% among 360,000; further: potency means the concentration at half of the fitted maximal effect; on the % scale 0 is the no-effect control and ±100 the full control effect; nearly all actives have a fitted effect of over 60% in size
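Multi-concentration screen (max 110 uM) measuring displacement of acetylated histone H3 peptide from BAZ2B by AlphaScreen, using 50 nM protein, 50 nM peptide and 10 ug/mL streptavidin donor plus Ni-chelate acceptor beads.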
HP1b chromo inh – blocks HP1-beta chromodomain binding to methylated histone tails. P83916. hit rate 0.56% among 390,000. AlphaScreen HP1-beta / biotin-H3K9me3 peptide binding. Potency, µM (highest dose often 114 µM), for inactives: at the highest dose activity change, negative = inhibition, most hits filed as inhibitors; further: potency means the concentration at half of the fitted maximal effect; nearly all actives have a fitted effect of over 70% in size; inactives centre near 23
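Compound inhibition of the preformed complex between 50 nM HP1-beta and 50 nM biotinylated H3K9me3 peptide was read by AlphaScreen. Buffer was PBS pH 7.4 with 0.01% Tween-20. Incubations ran 30 min at room temperature, with 10 ug/mL donor/acceptor beads.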
* = called active by the depositor; u = inconclusive; x = no result given; [ ] = remark or other dose. Unless noted, the call rests on the fitted dose curve; in most records, active means well fitted curve in the direction sought with a large enough effect; inconclusive means small, poorly fitted or top-dose-only effect, or another doubt; inactive means no such curve, though single readings can be large; an effect the other way counts as inactive or inconclusive. An excerpt; the hit share may differ from the screen's.

mol | G9a block | PI4K2A inh | GLS inh | RGS4 inh | ERG-DNA inh | JMJD2A Tudor | ALOX12 inh | BAZ2B inh | HP1b chromo inh
Cc1ccc2nsnc2c1NC(=O)CCl | 8.1%[0.501 µM] | 1.8 | 8.7% | 4.3% | 4.3% | 4.8% | -10.6% | 5.5% | 38.9%
Cc1ccc(C)c(NC(=O)c2ccc[n+](Cc3ccc([N+](=O)[O-])cc3)c2)c1 | 35.8%[59 µM] | 1.5 | -2.7% | 19.6% | 2.7% | -10.4% | 0.0% | u | 25.7%
CC(C)NC(=O)Nc1ccc2c(c1)C(=O)N([C@H](C)CO)C[C@H](C)[C@@H](CN(C)C(=O)NC1CCCCC1)O2 | x | -1.2 | 13.2% | 23.5% | -7.1% | -9.9% | -5.3% | x | 40.2%[activator]
CC(C)(C)c1cc(NC(=O)c2ccco2)no1 | 10.7% | -9.2 | 1.5% | 3.5% | 5.8% | -13.7% | -34.1% | -2.9% | 24.4%
CC(OC(=O)c1ccccc1Oc1ccccc1)C(=O)NC1CC1 (stereo unspecified) | -6.9% | 2.8 | -4.0% | 4.2%[56.9 µM] | -13.1% | -21.3% | 3.0% | -0.9% | 17.1%
COC(=O)[C@]1(CC(C)C)N[C@H](c2ccc(-c3ccc(Cl)c(Cl)c3)cc2)[C@@H]2C(=O)N(C)C(=O)[C@@H]21 | -4.1%[2.33 µM] | 0.4 | -10.2% | -2.7% | 10.0% | -21.4% | -41.6% | -3.4% | 42.4%[activator]
Cc1cccc(NC(=S)N/N=C/c2ccc(Cl)c([N+](=O)[O-])c2)c1 | -1.6%[59 µM] | 1.5 | -1.7% | -18.5% | -6.4% | -8.8% | -14.8% | 10.3% | 36.4%
CC1=CC2=NC(=O)CC(C)(C(=O)N(CC(=O)NC3CCCC3)Cc3ccccc3)N2C=C1 (stereo unspecified) | 13.1% | 0.2 | 4.1% | 9.6% | 7.9% | 15.2% | -6.1% | -0.7% | 19.8%
C[C@H](CO)N1C[C@H](C)[C@@H](CN(C)C(=O)Nc2ccccc2)Oc2c(NS(=O)(=O)c3cccs3)cccc2C1=O | x | 1.5 | -0.7% | -3.9% | -5.1% | -21.0% | -0.9% | x | 29.4%
Cc1ccc(CN2CCN(/N=C/c3ccccc3)CC2)cc1 | u | -1.1 | 11.3% | -5.1% | -2.9% | u | 0.0% | u | u
O=C(/C=C/c1ccc(F)cc1)NCCNC(=O)/C=C/c1ccc(F)cc1 | 12.1% | -1.1 | -0.5% | -5.1% | -7.9% | -11.3%[11.4 µM] | -9.1% | -17.5% | 32.3%
COc1cccc(C(=O)NC2CCN(CC(=O)NCc3ccccc3OC)CC2)c1 | 18.8%[59 µM] | -3.5 | 4.0% | -0.5% | 1.7% | -18.0% | -23.4% | -4.2% | 14.7%
COc1ccc2c(C)c(C(=O)NCC(C)O)oc2c1OC (stereo unspecified) | 15.1% | 0.9 | 5.6% | -8.9% | -10.0% | -7.0% | -9.3% | 4.9% | 16.8%
COc1ccc2[nH]c(C(=O)O)c(NC(=O)c3ccccc3[N+](=O)[O-])c2c1 | x | 2.9 | -2.2% | -6.9% | 3.6% | -2.4% | 11.1% | -16.8% | -4.8%
CC1CCC(C(O)(C(=O)O)C2CCCCC2)CC1C (stereo unspecified) | x | 8.5 | -0.3% | -6.3% | -2.9% | -17.4% | 9.5% | x | 14.1%
COc1cccc(CN2CCC(n3nccc3NC(=O)CCOc3ccccc3)CC2)c1O | x | -7.9 | 2.8% | -24.2% | 24.1% | -26.9% | x | x | 2.5%
Cc1ccc2c(=O)cc(C(=O)Nc3c(C(=O)c4ccccc4)oc4ccccc34)oc2c1C | -8.7%[59 µM] | -1.8 | 3.4% | 16.6% | -3.5% | -10.8% | -12.3% | -5.0% | 15.4%
CCC1=NN(C(=O)c2ccccc2Br)C(O)(c2ccc(Br)cc2)C1 (stereo unspecified) | u | -3.9 | -0.4% | 7.6% | 3.5% | -13.8% | 1.3% | -34.3% | 37.4%
COc1cc(CNCCCN2CCOCC2)c(Br)cc1OCC(=O)Nc1ccccc1C | -0.2% | -2.3 | 14.8% | 6.4% | -4.5% | -4.3% | 4.2% | -18.2% | 26.4%
COc1ccc(-c2oc(/N=C/N3CCCC3)c(C#N)c2-c2ccc(OC)cc2)cc1 | 4.7%[12.7 µM] | 7.3 | -1.6% | -36.7% | -4.3% | -20.2% | 23.9% | -30.6% | -5.4%
COCCCNC(=O)c1cnc2c(-c3ccc(F)cc3)c(C)nn2c1C | 6.3%[59 µM] | -5.6 | -23.3% | -4.5% | -4.7% | 6.3% | u | 3.5% | 46.8%[activator]
COc1cccc(NC(=O)COc2ccc(C)cc2)c1 | 3.9%[59 µM] | -2.0 | u | 9.2% | 0.0% | 11.9% | 6.4% | 9.8% | 39.2%[activator]
Cc1ccc2nc(-c3ccccc3O)c(Nc3ccccc3C)n2c1 | 2.4%[59 µM] | 0.1 | 1.0% | 4.8% | -4.7% | -3.8% | -24.9% | -4.8% | 31.0%
CCn1cc(CN2CCN(C)C(CCO)C2)c2ccccc21 (stereo unspecified) | -11.4% | 1.3 | 0.8% | 5.7% | 6.0% | -19.2% | -29.3% | 0.7% | 37.7%
Cc1cc(Nc2cccc(Cl)c2C)n2nc(Cc3ccccc3)nc2n1 | 18.3%[59 µM] | 2.0 | 2.6% | 4.6% | -0.4% | -26.7% | -22.0% | -29.2% | 45.8%
CCn1ncc(C2=NOC(C(=O)NCC(C)C)C2)c1C (stereo unspecified) | 17.6% | -0.1 | 2.6% | 16.2% | -1.2% | -8.6% | -14.6% | -5.6% | 13.1%
COCCN(CCOC)S(=O)(=O)c1ccc(C(=O)Nc2sc3c(c2C(=O)OC)CCN(C)C3)cc1 | u | -9.1 | 3.4% | -13.9% | 1.2% | -25.7% | -9.0% | -34.9% | 33.0%
Nc1nncn1C(=O)c1ccccc1Cl | -13.1% | -2.3 | 1.8% | -13.2% | u | 1.2% | 6.8%[57.4 µM] | 8.6% | 31.0%
COc1cccc(CC2(CO)CCCN(Cc3[nH]c4ccc(C)cc4c3C)C2)c1 (stereo unspecified) | 44.7µM* | 2.2 | 2.3% | 27.4%[11.4 µM] | 5.9% | -22.1%[11.4 µM] | u | u | -19.3%
CCOc1ccc(C(=O)NCc2ccco2)cc1Cl | -26.8% | 2.0 | -0.7% | -10.8% | -9.3% | -18.8% | 0.0% | -38.6% | 31.0%
COC(=O)c1c(NC(=O)c2ccccc2OC)sc(C(=O)N2CCOCC2)c1C | 36.3% | 3.5 | -3.4% | -6.9% | -5.1% | -14.9% | 13.0% | 1.8% | -14.0%
COc1cccc(C(=O)O/N=C(\N)Cc2ccc(Cl)cc2)c1 | 13.4% | 1.2 | 12.2% | 18.9% | 6.7% | -3.4% | 37.1%[activator] | 6.4% | 26.7%
COc1cccc(NC(=O)C(c2ccccc2)N2CCN(c3ccccn3)CC2)c1 (stereo unspecified) | -1.3%[59 µM] | 0.7 | -4.5% | 10.9% | -9.5% | -29.5% | -13.5% | -29.4% | -6.8%
O=C(Nc1ccc([N+](=O)[O-])cn1)C1CCCCC1 | 13.1%[59 µM] | 0.8 | 7.5% | 11.2% | 5.7% | -6.3% | 8.2% | 1.4% | 20.7%
CC(C)C(C)(C#N)NC(=O)CSc1nncn1-c1ccccc1 (stereo unspecified) | 10.8% | -3.5 | 0.2% | -33.0% | 12.2% | -10.4% | -7.2% | 3.1% | 64.3%[activator]
COc1ccc(CNC(=O)CSc2nc3nc(C)cc(C)n3n2)cc1 | -36.8% | -4.0 | -5.2% | -33.8% | 1.6% | -22.9% | 0.0% | -1.3% | 52.4%[activator]
Cc1ccccc1C(=O)N1CCN(c2ccc([N+](=O)[O-])c(NCc3ccco3)c2)CC1 | u | -1.5 | 8.7% | -23.1% | -3.8% | -30.7% | -21.2% | u | 3.1%
O=C(/C=C/c1ccc(Cl)cc1)N1CCN(c2ccc([N+](=O)[O-])c(N3CCOCC3)c2)CC1 | u | -0.7 | -1.2% | 0.4% | 2.0% | -30.6% | -2.7% | u | u
COc1ccc(CNS(=O)(=O)NCc2ccc(C)cc2)cc1 | 3.8% | -1.7 | -0.3% | -3.4% | -7.2% | -9.1% | 1.3% | -8.9% | 31.4%
C=CCn1c(SCC(=O)Nc2c(C)n(C)n(-c3ccccc3)c2=O)nc2ccccc2c1=O | 113.3%[activator][12.7 µM] | 2.2 | -2.2% | 8.1% | -6.5% | 0.3% | -5.3% | 7.8% | 45.6%[activator]
COc1cc(C(=O)OCC(=O)NC2CC2)cc(OC)c1OC | 12.2%[12.7 µM] | -18.2 | -7.7% | -20.4% | 7.7% | 9.1% | 2.1% | 1.2% | 37.6%[activator]
Cc1ccc(Cl)cc1NC(=O)COC(=O)CC(C)(C)CC1=NS(=O)(=O)c2ccccc2N1 | -1.3%[59 µM] | -1.2 | 1.7% | -24.9% | 2.0% | -12.0% | -20.8% | -11.2% | 28.4%
CN(C)CCNC(=O)NC(=O)c1ccc(Cl)cc1 | -11.9%[59 µM] | -6.5 | 76.5%[activator] | 0.4% | -3.9% | -2.4% | -0.9% | 8.2% | 16.9%
